PLCg1 inh – PLC-gamma1 enzyme inhibitors, primary screen, biochemical, fluorescence, purified enzyme; 1-phosphatidylinositol 4,5-bisphosphate phosphodiesterase gamma-1 (Homo sapiens), P19174; fluorogenic substrate; inhibition, % at 12.2 µM; hit rate 0.84% among 370,000; AID 720700, 2013; in the data active = inhibition above about 9.5%
Target sequence (P19174 whole entry, looked up): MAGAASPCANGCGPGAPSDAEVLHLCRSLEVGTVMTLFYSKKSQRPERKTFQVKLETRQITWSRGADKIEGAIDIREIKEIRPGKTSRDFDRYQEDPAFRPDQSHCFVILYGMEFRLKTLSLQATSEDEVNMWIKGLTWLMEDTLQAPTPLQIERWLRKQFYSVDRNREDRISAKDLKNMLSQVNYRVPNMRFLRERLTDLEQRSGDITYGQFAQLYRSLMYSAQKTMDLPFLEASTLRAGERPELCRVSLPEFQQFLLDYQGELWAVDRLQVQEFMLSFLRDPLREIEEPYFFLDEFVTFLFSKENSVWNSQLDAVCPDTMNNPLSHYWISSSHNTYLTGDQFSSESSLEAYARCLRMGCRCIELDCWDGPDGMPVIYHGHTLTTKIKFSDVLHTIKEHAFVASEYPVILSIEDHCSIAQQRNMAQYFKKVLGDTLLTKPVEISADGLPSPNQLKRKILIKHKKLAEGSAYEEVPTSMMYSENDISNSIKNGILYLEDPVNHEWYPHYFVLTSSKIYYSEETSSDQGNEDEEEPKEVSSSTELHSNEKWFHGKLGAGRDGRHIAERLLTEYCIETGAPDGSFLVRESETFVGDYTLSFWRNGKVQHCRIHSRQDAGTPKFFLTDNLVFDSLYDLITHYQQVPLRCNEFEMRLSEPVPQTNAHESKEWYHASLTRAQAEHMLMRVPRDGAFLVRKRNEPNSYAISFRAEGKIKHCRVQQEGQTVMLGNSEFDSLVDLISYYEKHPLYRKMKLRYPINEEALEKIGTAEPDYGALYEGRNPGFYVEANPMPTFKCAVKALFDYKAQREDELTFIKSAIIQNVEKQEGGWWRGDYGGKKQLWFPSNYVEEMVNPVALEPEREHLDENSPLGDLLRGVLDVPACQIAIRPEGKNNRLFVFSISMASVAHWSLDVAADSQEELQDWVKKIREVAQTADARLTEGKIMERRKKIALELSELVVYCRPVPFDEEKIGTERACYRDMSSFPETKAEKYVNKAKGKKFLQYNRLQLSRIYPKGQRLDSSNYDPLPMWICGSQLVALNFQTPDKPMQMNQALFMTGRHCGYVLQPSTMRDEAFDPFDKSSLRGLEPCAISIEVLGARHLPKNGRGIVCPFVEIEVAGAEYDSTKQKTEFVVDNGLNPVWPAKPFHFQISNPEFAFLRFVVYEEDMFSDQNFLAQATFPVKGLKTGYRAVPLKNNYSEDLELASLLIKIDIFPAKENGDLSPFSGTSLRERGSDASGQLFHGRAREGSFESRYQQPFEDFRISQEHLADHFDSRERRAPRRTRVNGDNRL
ASAP1 GAP inh – inhibitors of human ASAP1 ArfGAP activity, primary screen, biochemical, fluorescence polarization; AID 624377, 2012; inhibition, % at 16.5 µM; hit rate 0.19% among 360,000; ASAP1-stimulated ARF1 GTP hydrolysis, GDP FP detection; Arf-GAP with SH3 domain, ANK repeat and PH domain-containing protein 1 (Homo sapiens), …; in the data active = inhibition above about 25%;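 also: 0% = vehicle with enzyme and substrate and 100% = no enzyme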
LEDGF integ inh – blockers of LEDGF/p75-dependent integrase strand transfer – biochemical, TR-FRET, high throughput, primary screen; TR-FRET IN-LEDGF/p75 DNA integration, Eu/Cy5; inhibition, % at 3.7 µM; hit rate 0.64% among 370,000;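 active = inhibition above the screen-wide mean plus 3 SD, cut at about 13% in these data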;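 also: signal is the Cy5 over europium emission ratio at 671 and 618 nm; 0% = plate median of compound wells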
ADAM10 inh – human ADAM10 inhibitors, primary screen, biochemical, QFRET, HTS; Disintegrin and metalloproteinase domain-containing protein 10 (Homo sapiens), O14672; recombinant ADAM10, EDANS/DABCYL FRET peptide cleavage, 3 h; inhibition, % at 7 µM; hit rate 0.62% among 370,000; AID 720582, 2013;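 active = inhibition above a per-campaign cutoff equal to the mean of compounds falling between control-based bounds plus 3 SD, cut at about 20% in these data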;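 also: 0% = DMSO wells while the 100% control is not disclosed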
KLK7 zymogen act – proKLK7 zymogen activators, primary screen, biochemical, fluorescence intensity | purified proKLK7, EDANS-DABCYL substrate fluorescence; 100% is mature enzyme control, 0% vehicle | AID 652039, 2013 | activation, % at 7 µM | hit rate 0.9% among 370,000 | Kallikrein-7 (Homo sapiens), P49862;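 active = activation above the mean of all tested compounds plus 3 SD, computed per campaign excluding outliers beyond control limits, cut at about 13% in these data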
ARFGAP1 inhibitor – inhibitors of rat ARFGAP1 GAP activity, primary screen, biochemical, fluorescence polarization, GDP tracer. Arfgap1-stimulated ARF1 GTP hydrolysis, GDP FP detection. inhibition, % at 16.5 µM. hit rate 0.26% among 360,000;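 active = inhibition above a per-plate limit, mean inhibition of low control wells plus 3 SD, cut at about 25% in these data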;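 also: 0% = DMSO wells with enzyme and 100% = wells lacking Arfgap1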
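Material: truncated rat Arfgap1 GAP domain; Incubation: compound-enzyme preincubation 20 min, reaction 120 min, detection 60 min, 25 °C; Read-out: percent inhibition of Arfgap1-stimulated GTP hydrolysis; Technique: FP, GDP Alexa 633 tracer displaced from anti-GDP antibody, 620/688 nm; Controls: No-Arfgap1 wells (100%) versus DMSO full-reaction wells (0%); Replication: single well per compound.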
DDE Tn7 FP inh – inhibitors of Tn7 peptide binding to fibrin DD(E), primary screen, biochemical, fluorescence polarization, human fibrin, Tn7 probe; FP displacement of FITC-Tn7 peptide from fibrin DD(E); 0% = median of compound wells per plate; inhibition, % at 8.3 µM; hit rate 0.13% among 370,000;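 active = inhibition above the mean of compounds falling within the control limits plus 3 SD of them, cut at about 14% in these data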;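 also: 0% = plate median of compound wells and 100% = 10 µM Aha-Tn7 peptide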
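Assay system: human fibrin DD(E) protein / Input: 2 µM fibrin DD(E) / Benchmarks: high control of 10 µM Aha-Tn7 peptide / Measured by: fluorescence polarization of the labelled Tn7 tracer / Medium: Tris buffer with calcium and detergent, pH 7.8 / Timing: 10 min compound pre-incubation, 3 h probe incubation at room temperature / Repeats: one replicate per compound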
DDE Tn6 FP inh – inhibitors of Tn6 peptide binding to fibrin DD(E), primary screen, biochemical, fluorescence polarization, human fibrin, Tn6 probe; Fibrinogen beta chain (Homo sapiens), P02675; hit rate 0.21% among 370,000; inhibition, % at 8.3 µM; Fibrin DD(E) TRITC-Tn6 fluorescence polarization displacement;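 active = inhibition above a per-campaign cutoff: mean of compounds within control limits plus 3 SD, cut at about 15% in these data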;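 also: 0% = median of all compound wells on the plate and 100% = blocking peptide control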
TDP2 absorb – human TDP2 enzyme inhibitors, primary screen, biochemical, epi absorbance, recombinant enzyme | AID 720702, 2013 | hit rate 0.34% among 370,000 | inhibition, % at 12.8 µM | T5PNP hydrolysis, p-nitrophenol absorbance 415 nm | Tyrosyl-DNA phosphodiesterase 2 (Homo sapiens), O95551;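 active = inhibition above the mean of all tested compounds plus 3 SD, set per campaign, cut at about 25% in these data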;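 also: 0% = DMSO with enzyme and 100% = buffer with substrate but no TDP2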
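Test system: Human TDP2 enzyme | Reagent: 5 mM T5PNP | Compound dosing: 12.8 µM single point, 1% DMSO | Incubation: Enzyme reaction with compound for 2 h at 37 °C | Technique: p-Nitrophenol epi absorbance | Read-out: % inhibition relative to enzyme-containing and enzyme-free wells | Benchmarks: High control without enzyme, low control DMSO plus TDP2 | Replicates: Singlicate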
ADAM17 inh – ADAM17 inhibitors, primary screen, biochemical, QFRET; Disintegrin and metalloproteinase domain-containing protein 17 (Homo sapiens), P78536; recombinant ADAM17, EDANS/DABCYL FRET peptide cleavage; inhibition, % at 6.95 µM; hit rate 0.83% among 370,000; AID 720648, 2013;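 active = inhibition above the mean of compounds lying between control limits plus 3 SD, set per campaign, cut at about 8.5% in these data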;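 also: 0% = DMSO-only wells as the low control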
* marks the source's active call; other numbers are inactive results; i = inactive; nt = not tested or not shown.

SMILES | PLCg1 inh | ASAP1 GAP inh | LEDGF integ inh | ADAM10 inh | KLK7 zymogen act | ARFGAP1 inhibitor | DDE Tn7 FP inh | DDE Tn6 FP inh | TDP2 absorb | ADAM17 inh
CN(CC(=O)Nc1ccc(Cl)cc1)CC(=O)Nc1cccc2ccccc12 | 0 | 9 | 0 | 3 | 0.1 | 11 | -7 | -4 | 3 | 3
NS(=O)(=O)c1ccc(CCNc2ccn3nc(-c4ccc(OCCN5CCOCC5)cc4)cc3n2)cc1 | -82 | 5 | 3 | -189 | 1.5 | 20 | 7 | -6 | 1 | -53
N#Cc1ccc(OCC(=O)Nc2nc(-c3ccccn3)cs2)cc1 | -11 | -8 | 6 | -4 | 0.2 | 7 | 3 | 4 | -2 | 3
COc1ccc([N+](=O)[O-])cc1NC(=O)CSCc1ccc(Br)cc1 | 11* | -2 | 1 | 13 | -0.1 | 5 | -5 | 5 | -11 | 6
COc1ccc(C(=O)Nc2cc3c(cc2N2CCCCC2)n(C)c(=O)n3C)cc1OC | -60 | 2 | 2 | -14 | 1.1 | 10 | 1 | -8 | -8 | -4
CCN(CC(=O)Nc1c(F)cccc1F)C(=O)CN(C)S(=O)(=O)c1ccc(F)cc1 | -2 | -8 | 1 | -5 | -0.2 | -3 | -3 | -5 | 2 | -1
O=C(NCc1ccccc1)c1ccc[n+]([O-])c1 | -4 | 15 | 2 | 9 | -0.7 | 1 | -3 | 2 | 4 | -3
CCN1CCN(c2cc(N3CCc4ccccc4C3)c(F)cc2[N+](=O)[O-])CC1 | 2 | 3 | -1 | 4 | 0.9 | -9 | 1 | 0 | 7 | 1
Cc1ccc(-c2nc3ccccc3c(=O)n2NC(=O)c2cccs2)cc1 | 2 | -9 | 0 | 3 | -0.2 | -7 | 0 | 3 | 10 | 1
O=C(NC1CC1)C1CCN(C(=O)c2ccccc2Cl)CC1 | 1 | -1 | 0 | -7 | 0.2 | 2 | -1 | 4 | 6 | -3
COc1ccc(C)cc1NC(=O)C1CCCN1C(=O)OCc1ccccc1 (configuration not stated) | 2 | 13 | 2 | -4 | -0.3 | -8 | 5 | 4 | -4 | -5
CCCN1CCN(C(=O)Cn2nc(C)n3c(cc4sccc43)c2=O)CC1 | 0 | -7 | 4 | 2 | -0.4 | 1 | 0 | -6 | -2 | 0
Cc1ccccc1NC(=S)N(CCN1CCCCC1)Cc1ccco1 | 2 | -1 | 4 | 8 | 0.3 | 5 | 5 | 2 | -15 | -1
CCC(C(=O)Nc1ccccc1N1CCCC1)c1ccccc1F (configuration not stated) | -2 | nt | -1 | 3 | 0.5 | nt | -2 | 0 | 2 | 3
Cc1cc(C)c2sc(N(CCN(C)C)C(=O)CCS(=O)(=O)c3ccccc3)nc2c1 | 2 | -5 | -2 | -2 | -0.3 | -9 | 2 | 1 | 8 | -4
COc1ccc(C(=O)c2c(-c3cccc(C)c3)oc3ccc(N4CCOCC4)cc23)cn1 | -72 | 6 | -2 | -4 | 0.9 | -3 | -11 | -2 | -8 | 1
COc1cc(/C=C/C(=O)Nc2nc3ccc(S(=O)(=O)N(C)C)cc3s2)cc(OC)c1OC | i | -3 | 1 | i | -5.7 | -3 | -2 | -8 | 6 | -158
CCC(C)NC(=O)C1CCN(C(=O)N(C)C)CC1 (configuration not stated) | 0 | 9 | 2 | -18 | -0.7 | 5 | 0 | -9 | -8 | -2
COC(=O)[C@]12C[C@H](CC(=O)NCc3ccccc3)C(=O)N(Cc3ccccc3)C1=C[C@H](COCc1ccccc1)O[C@@H]2C | 8 | nt | -2 | 7 | -0.2 | nt | -1 | -3 | 1 | 2
O=C(c1ccc(CSc2nc3ccncc3[nH]2)cc1)N1CCCCCC1 | 2 | -5 | 3 | 2 | 0.1 | -5 | -6 | -2 | 11 | -4
S=C(Nc1ccccc1)N1CCCCC1 | 3 | -12 | -2 | 2 | 0.5 | -4 | -2 | -1 | 2 | 0
CC(CN1CCOCC1)OC(=O)c1ccc(C(C)(C)C)cc1 (configuration not stated) | 1 | 1 | 3 | -1 | 0.7 | -4 | 4 | 5 | 0 | 2
COc1ccc(CC(=O)N2CC(C)CC(C)C2)cc1OC (configuration not stated) | 0 | 8 | 3 | 1 | -0.8 | -5 | -6 | 0 | 10 | -5
Cc1ccc(C(=O)Nc2ccc3c(c2)OCO3)cc1S(=O)(=O)N1CCOCC1 | 0 | -4 | -1 | 6 | 0.1 | -4 | 7 | -5 | 3 | 1
O=C(c1ccc(CS(=O)(=O)c2ccc(Br)cc2)o1)N1CCN(c2ccccn2)CC1 | -1 | 11 | -2 | -5 | 0.1 | 2 | 5 | 4 | 9 | 0

Further compounds.
SMILES | PLCg1 inh | ASAP1 GAP inh | LEDGF integ inh | ADAM10 inh | KLK7 zymogen act | ARFGAP1 inhibitor | DDE Tn7 FP inh | DDE Tn6 FP inh | TDP2 absorb | ADAM17 inh
COc1ccc(OCCOC(=O)C(C)NS(=O)(=O)c2ccc(NC(C)=O)cc2)cc1 (configuration not stated) | 0 | -3 | 1 | -1 | -0.3 | 13 | -4 | -10 | 12 | -3
Cc1cc(C)n2nc(C(=O)OCC(=O)c3ccccc3Cl)nc2n1 | -3 | -9 | 0 | -1 | 0.2 | -2 | -3 | 1 | 3 | 1
O=C(NCc1ccccc1)C1C(=O)Nc2ccccc2C(=O)N1c1ccc2c(c1)OCCO2 (configuration not stated) | -3 | 8 | -2 | -20 | -0.1 | -4 | 2 | -1 | -9 | -6
COc1ccc(S(=O)(=O)N2Cc3ccccc3CC2C(=O)Nc2ccc(O)cc2)cc1OC (configuration not stated) | -1 | 7 | 4 | -8 | 0.2 | 2 | 0 | -3 | 1 | -3
O=C(c1ccco1)N(Cc1cccnc1)C(c1ccccc1)c1nc2ccccc2[nH]1 (configuration not stated) | -8 | 3 | 2 | -9 | 0.2 | -3 | -6 | -7 | 5 | -4
COc1cc(C2c3cc4c(cc3OC(N3CCCC3)C2C)OCO4)cc(OC)c1O (configuration not stated) | -7 | 8 | 2 | -14 | -0.5 | 4 | -1 | -7 | 6 | -7
O=C(CNC(=O)c1ccc(Cl)c([N+](=O)[O-])c1)NCC1CCCO1 (configuration not stated) | 1 | -2 | 4 | 2 | -0.1 | -5 | -4 | -5 | 7 | 0
COc1ccc(OC)c(CNC(=O)C2CCN(S(=O)(=O)N3CCCC3)CC2)c1 | 4 | 9 | 2 | 14 | -0.3 | 10 | -2 | -1 | -21 | 1
CC(C)Oc1ccc(C(CC(=O)N(C)CCC#N)c2ccc(F)cc2)cc1 (configuration not stated) | 5 | -12 | -6 | 0 | 0.2 | -1 | 3 | 6 | -3 | -2
CCN(CC)c1ccc(N=Cc2ccc([N+](=O)[O-])o2)cc1 | -38 | -31 | 41* | 12 | -0.8 | -25 | -2 | -10 | -2 | 7
CC(NC(=O)C1(c2cccs2)CCOCC1)c1ccccc1 (configuration not stated) | 0 | 5 | -2 | -9 | 0.0 | 4 | -2 | -2 | 3 | -5
CCCCOC(=O)Nc1nnc(Cc2ccc(Cl)cc2)s1 | 6 | -3 | 9 | 4 | -0.3 | 7 | -1 | 2 | 5 | 6
COC(=O)C[C@H]1CC[C@@H]2[C@H](COc3ccc(NC(=O)c4cccc(F)c4)cc3C(=O)N2C)O1 | 0 | nt | 0 | 0 | -0.1 | nt | 4 | -3 | 5 | 0
Cc1ccsc1C(=O)NNC(=O)c1csc(N2CCOCC2)n1 | -5 | 12 | 4 | -2 | 0.2 | 3 | 0 | -2 | -7 | 0

Compound profiles (already shown).
Shown for COc1cc(C2c3cc4c(cc3OC(N3CCCC3)C2C)OCO4)cc(OC)c1O (configuration not stated) = PLCg1 inh: -7; ASAP1 GAP inh: 8; LEDGF integ inh: 2; ADAM10 inh: -14; KLK7 zymogen act: -0.5; ARFGAP1 inhibitor: 4; DDE Tn7 FP inh: -1; DDE Tn6 FP inh: -7; TDP2 absorb: 6; ADAM17 inh: -7
Shown for COc1ccc(OCCOC(=O)C(C)NS(=O)(=O)c2ccc(NC(C)=O)cc2)cc1 (configuration not stated) = PLCg1 inh: 0; ASAP1 GAP inh: -3; LEDGF integ inh: 1; ADAM10 inh: -1; KLK7 zymogen act: -0.3; ARFGAP1 inhibitor: 13; DDE Tn7 FP inh: -4; DDE Tn6 FP inh: -10; TDP2 absorb: 12; ADAM17 inh: -3

Some of the entries so far, with tabs.
SMILES	PLCg1 inh	ASAP1 GAP inh	LEDGF integ inh	ADAM10 inh	KLK7 zymogen act	ARFGAP1 inhibitor	DDE Tn7 FP inh	DDE Tn6 FP inh	TDP2 absorb	ADAM17 inh
CN(CC(=O)Nc1ccc(Cl)cc1)CC(=O)Nc1cccc2ccccc12	0	9	0	3	0.1	11	-7	-4	3	3
NS(=O)(=O)c1ccc(CCNc2ccn3nc(-c4ccc(OCCN5CCOCC5)cc4)cc3n2)cc1	-82	5	3	-189	1.5	20	7	-6	1	-53
N#Cc1ccc(OCC(=O)Nc2nc(-c3ccccn3)cs2)cc1	-11	-8	6	-4	0.2	7	3	4	-2	3

2 compounds from above, limited to ASAP1 GAP inh, DDE Tn6 FP inh and ARFGAP1 inhibitor.
compound | ASAP1 GAP inh | DDE Tn6 FP inh | ARFGAP1 inhibitor
Cc1cc(C)n2nc(C(=O)OCC(=O)c3ccccc3Cl)nc2n1 | -9 | 1 | -2
COc1ccc(OCCOC(=O)C(C)NS(=O)(=O)c2ccc(NC(C)=O)cc2)cc1 (configuration not stated) | -3 | -10 | 13

Source: PubChem
